Screening data (PubChem)
EP2 mod: EP2 receptor (human) modulation; induction, % at 25 µM; 260,000 tested, 0.83% active; EP2-expressing cells, cAMP HTRF FRET, PGE2 co-stimulation; AID 940;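 active = compounds whose cAMP rise, as percent of the full-agonist control response, exceeds 60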;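 note: rat C6 glioma line stably carrying human EP2 under a CMV promoter; the protocol text gives 20 µM as final concentration; 100% = response of wells given 1 µM PGE2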
Target sequence (P43116 whole entry, looked up): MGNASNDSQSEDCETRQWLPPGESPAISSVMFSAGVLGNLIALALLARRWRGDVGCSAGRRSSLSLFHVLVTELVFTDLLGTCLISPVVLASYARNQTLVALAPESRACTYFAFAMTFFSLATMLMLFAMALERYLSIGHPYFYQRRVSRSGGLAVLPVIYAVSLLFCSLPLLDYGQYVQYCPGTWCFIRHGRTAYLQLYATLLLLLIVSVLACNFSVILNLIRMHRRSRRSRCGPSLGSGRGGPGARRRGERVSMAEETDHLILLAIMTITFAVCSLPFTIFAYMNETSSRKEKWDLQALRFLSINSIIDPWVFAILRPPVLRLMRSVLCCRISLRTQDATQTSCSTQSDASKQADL
EP2 antag: EP2 receptor (human) inhibition; P43116; C6 glioma cells expressing human EP2, cAMP TR-FRET; cells stimulated with saturating PGE2; inhibition, % at 25 µM; 260,000 tested, 0.52% active;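 active = percent inhibition above 40 after rounding to a whole number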;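 note: rat C6 glioma host cells with rolipram phosphodiesterase inhibitor present; the protocol text gives 20 µM as final concentration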
Numbers without * were called inactive. This is a subset (hit frequency here may not be typical).

A first look (two entries):
SMILES | EP2 mod | EP2 antag
O=C(CSc1nc(Cc2ccccc2)nc2ccccc12)NCc1cccs1 | 30 | 7
CCn1nnc(NC(=O)c2ccc3ccccc3c2)n1 | -42 | 5

Results, previewed entries included:
SMILES | EP2 mod | EP2 antag
O=C(CSc1nc(Cc2ccccc2)nc2ccccc12)NCc1cccs1 | 30 | 7
CCn1nnc(NC(=O)c2ccc3ccccc3c2)n1 | -42 | 5
O=C(/C=C/c1ccccc1)c1ccc2c(c1)OCCCO2 | -61 | 17
O=S(=O)(c1cccc(F)c1)N1CCCC(c2nc(-c3cccs3)no2)C1 (configuration not stated) | 0 | 10
O=C(Nc1ccc2c(c1)OCCO2)c1ccc(Cl)cc1Cl | -74 | 11
COc1cccc2[nH]c(-c3ccccn3)nc12 | -6 | 4
COCCNC(=O)C(OC(=O)c1cccs1)c1ccccc1F (configuration not stated) | 5 | 14
Cc1cc(C)c2cc(CN(Cc3nnnn3C3CCCCC3)C3CCCC3)c(=O)[nH]c2c1 | -7 | 7
CCc1cc2cc3c(cc2nc1SCC(=O)Nc1cccc(OC)c1)OCO3 | 28 | 19
C=C(C)Cn1c(SC)nc2ccccc2c1=O | 50 | 8
CCCC(=O)Nc1cc(-c2nc3ccccc3o2)ccc1OC | -40 | 10
C=C[C@](C)(O)CCC=C(C)C | 24 | 10
Nc1nc(N)c(N=Nc2ccc(C(=O)O)c(O)c2)c(N)n1 | 20 | 13
COCCn1c(SCC(=O)Nc2ccc(F)c(Cl)c2)nnc1-c1ccoc1C | -20 | 5
CC1CC(C)CN(CCCNC(=O)c2cnc(N3CCOCC3)nc2)C1 (configuration not stated) | -41 | 5
CCCc1cc(C(=O)NCCCc2ccc(F)cc2)n[nH]1 | -55 | 7
C=CCN1CCN(C(CC)c2nnnn2C2CCCC2)CC1 (configuration not stated) | 5 | 8
C=CCOc1ccc(C2C(C#N)=C(N)Oc3n[nH]c(C)c32)cc1OCC (configuration not stated) | -39 | 11
CC1CCc2c(sc3nc(SCC(=O)Nc4ccc(N(C)C)cc4)[nH]c(=O)c23)C1 (configuration not stated) | 2 | 6
O=C(Nc1ccccc1F)C1CCCN(S(=O)(=O)c2ccc(-n3cnnn3)cc2)C1 (configuration not stated) | -54 | 10

Part of the list above, field by field.
Structure: CCn1nnc(NC(=O)c2ccc3ccccc3c2)n1
  EP2 mod: -42
  EP2 antag: 5

Structure: O=C(/C=C/c1ccccc1)c1ccc2c(c1)OCCCO2
  EP2 mod: -61
  EP2 antag: 17

Structure: O=S(=O)(c1cccc(F)c1)N1CCCC(c2nc(-c3cccs3)no2)C1 (configuration not stated)
  EP2 mod: 0
  EP2 antag: 10

Structure: O=C(Nc1ccc2c(c1)OCCO2)c1ccc(Cl)cc1Cl
  EP2 mod: -74
  EP2 antag: 11

(next part)
SMILES | EP2 mod | EP2 antag
CCC(=O)N(Cc1cccs1)Cc1cc2ccc(C)c(C)c2[nH]c1=O | -51 | 8
CCOc1ccc(C(=O)N2CCC(c3nc4ccc(C)cc4[nH]3)CC2)cc1 | -27 | 8
O=C(CN1CCOCC1)Nc1ccc(Cl)c(NC(=O)c2ccc(Cl)cc2)c1 | -26 | 19
NNC(=O)c1c[nH]c2ccccc12 | -9 | 7
CCn1c(SCC(=O)Nc2ccc3sc(C)nc3c2)nc2ccccc2c1=O | -104 | 10
CCc1ccc2[nH]c(=O)c(CN(C3CCCC3)C(CC)c3nnnn3C3CCCCC3)cc2c1 (configuration not stated) | 50 | 5
COc1cccc(C2(NC(=O)Cc3nonc3C)CCCC2)c1 | -14 | 0
Cc1[nH]c(=O)[nH]c(=O)c1CSCC(=O)O | 9 | 11
CCC(C)(C)n1nnnc1C(C(C)C)N(Cc1cc2cc(C)ccc2[nH]c1=O)C1CCCCC1 (configuration not stated) | 23 | 7
COc1cc(NC(=O)CSc2nc(C(C)C)nc3sc(C)c(C)c23)cc(OC)c1 | 51 | 20
COc1cc(NC(=O)c2c(OC)cccc2OC)ccc1NC(=O)c1ccco1 | -55 | 5
CC(=O)N1CCC2(CC1)Nc1ccccc1-n1cccc12 | -21 | 12
COc1ccc(OC)c(NC(=O)c2sc3nc4ccccc4cc3c2N)c1 | -17 | 8
COc1cc2[nH]c(=O)c(C(=O)NC3CC3)c(O)c2cc1OC | 13 | 16
Cc1ccccc1C1(O)CCN(C(=O)c2cccc(-n3cnnc3)c2)CC1 | 3 | 6
CCOc1ccc(NC(=O)c2sc(NC(=O)c3ccc4c(c3)OCO4)c(C(=O)OC)c2C)cc1 | -43 | 14
CCC(C)(C)NC(=O)C(c1ccc(OC)cc1)N(C(=O)Cn1nnc2ccccc21)C1CC1 (configuration not stated) | -4 | 11
O=C(N1CCc2nc(N3CCCC3)[nH]c(=O)c2C1)N(c1ccccc1)c1ccccc1 | 3 | 9
Cc1ccc(-c2cc(C(=O)NC3CCCC3)no2)cc1 | -76 | 8
O=C(NCc1ccc(Cl)cc1Cl)C1CCN(C(=O)c2cccs2)CC1 | -62 | 17
CCOc1ccc2[nH]c(=O)c(C(c3nnnn3Cc3ccccc3)N3CCOCC3)cc2c1 (configuration not stated) | -24 | 11
CCOc1ccc(OCC)c(NC(=O)CSc2nnc3c(C)cc4ccc(C)cc4n23)c1 | 7 | 17
CCc1ccc(C(=O)/C=C\Nc2ccc(S(=O)(=O)Nc3nnc(CC)s3)cc2)cc1 | -56 | 8
CN(C)S(=O)(=O)c1ccc(NC(=O)C(=O)Nc2ccc3c(c2)OCCO3)cc1 | 2 | 6
CC(=O)O[C@@H]1C=C[C@@]2(C)C(C[C@@H](OC(C)=O)[C@@]3(C)C4=CC(=O)O[C@@H](c5ccoc5)[C@]4(C)CCC23)C1(C)C (some centres not stated) | -2 | 7
O=S(=O)(NCc1cccs1)c1ccc(S(=O)(=O)NC2CCCCC2)cc1 | -90 | 14
COC(=O)Cc1[nH]nc2c1C(c1ccccc1F)C(C#N)=C(N)O2 (configuration not stated) | -4 | 15
c1ccc(NCc2cccc3ccccc23)nc1 | -1 | 8
COc1ccc(NCc2nnc(SCC(=O)Nc3ccc(C)c(C)c3)n2C)cc1 | 41 | 8
CCCSc1ncc(CN2CCC(NC(C)=O)(c3ccccc3F)CC2)cn1 | 10 | 4
CC(=O)NC1(c2ccc(F)cc2)CCN(Cc2ccc(Oc3ncccn3)cc2)CC1 | -11 | 3
COc1ccc2cc(C)c3nnc(SCC(=O)N4c5ccccc5CC4C)n3c2c1 (configuration not stated) | 0 | 7
O=C(Oc1ccc2c(c1)CN(Cc1ccccc1)CO2)c1ccccc1 | 5 | 14
Nc1cc(-c2cccs2)nn(CC(=O)NCCC2=CCCCC2)c1=O | -74 | 5
O=C(CCCSc1nc(-c2ccco2)cc(C(F)(F)F)n1)NC1CCCC1 | -95 | 14
CCOC(=O)c1c(Cn2c(C)nc3ccccc3c2=O)sc2c1CCCC2 | 39 | 9
CCC(OC(=O)C1CC(=O)N(c2ccc(OC)cc2)C1)C(=O)c1ccccc1 (configuration not stated) | -53 | 4
Cc1ccc(OCC(=O)Nc2cc(NC(=O)c3cccs3)ccc2C)cc1 | -22 | 9
Cc1cc(C)c2c(N)c(C(=O)Nc3cccc(Cl)c3Cl)sc2n1 | 4 | 16
COc1ccc(CN(Cc2cnn(C)c2C)C2CC(C)(C)NC(C)(C)C2)cc1 | -1 | 7
NC[C@H]1O[C@H](n2cnc3c(=O)[nH]c(N)nc32)[C@@H](O)[C@@H]1O | -4 | 8
CCOC(=O)Cn1nnnc1CN(Cc1cc2ccc(OC)cc2[nH]c1=O)C1CCCCC1 | 9 | 22
O=C1C(Cl)=C(Sc2nnc3c4ccccc4c4ccccc4c3n2)C(=O)c2ccccc21 | -46 | 58*
COc1ccc(-c2cc(-c3ccc(OC)c(OC)c3)c(C#N)c(N)n2)cc1 | -75 | 14
CC(=O)Nc1ccc(NC(=O)CSc2nnc(Cn3nnc4ccccc43)n2C)cc1 | -3 | 3
Cc1cc2n(n1)C(c1cccc(O)c1O)Nc1ccccc1-2 (configuration not stated) | -4 | 8
COc1ccc(OCCCC(=O)Nc2sc3c(c2C(N)=O)CCCC3)cc1 | -114 | 9
CC1CCN(c2nc3c(c(=O)n(C)c(=O)n3C)n2Cc2ccc(F)cc2)CC1 | -1 | 9
CC(C)N1CCC(CNC(=O)Cn2nc(C(F)(F)F)c3c2CCCC3)CC1 | -3 | 10
O=C(Nc1cc(Cl)ccc1N1CCOCC1)c1cc2ccccc2o1 | 81* | 10
Cn1c(C(=O)N(Cc2ccc3c(c2)OCO3)CC2CC=CCC2)cc2sccc21 (configuration not stated) | 39 | 9
COc1cc(C2Nc3ccc(C)cc3-c3cc(C)nn32)cc(OC)c1OC (configuration not stated) | -68 | 13
O=C(CCSc1nc(-c2ccc3c(c2)OCO3)cc(C(F)(F)F)n1)N1CCCC1 | -86 | 12
Cc1cccc(NC(=O)Cn2cc(C#N)c3ccccc32)c1C | -53 | 12
COCCN1CCN(C(=O)c2ncoc2-c2ccccc2C(F)(F)F)CC1 | -35 | 3
C=CCn1c(SCC(=O)Nc2ccc(F)cc2)nc2sc(C)cc2c1=O | -134 | 16
O=C(Cc1cccc(F)c1)NCCn1nc(-c2ccco2)ccc1=O | -8 | 13
Cc1ncccc1-c1cc2cccnc2n1CCC(=O)NCc1ccncc1 | -17 | 4
Cc1cc(C)n(-c2ccc(Cl)cc2)c(=O)c1C#N | -15 | 5
Cc1ccc2cc(CN(C(=O)c3cccc(F)c3)C3CCCC3)c(=O)[nH]c2c1 | 29 | 13

Ordered by the number under EP2 mod (lowest first): some entries from above
SMILES	EP2 mod
COc1ccc(-c2cc(-c3ccc(OC)c(OC)c3)c(C#N)c(N)n2)cc1	-75
COc1cc(C2Nc3ccc(C)cc3-c3cc(C)nn32)cc(OC)c1OC (configuration not stated)	-68
NC[C@H]1O[C@H](n2cnc3c(=O)[nH]c(N)nc32)[C@@H](O)[C@@H]1O	-4

(further entries)
SMILES | EP2 mod | EP2 antag
O=C(O)CCc1ccc(-c2cccs2)n1-c1ccc(F)cc1 | 18 | 23
Cc1cccc2cc(CN(CCc3ccccc3)C(=O)NC3CCCCC3)c(=O)[nH]c12 | 29 | 6
Fc1ccc(-c2csc(NCc3ccco3)n2)cc1 | -26 | 16
COCCNCC(=O)Nc1cc(C)on1 | 36 | 13
CCNC(=S)N(Cc1ccc(OC)cc1)Cc1cc2cc(CC)ccc2[nH]c1=O | -3 | 4
COc1ccc(C(=O)Nc2nnn(C)n2)cc1 | 24 | 7
C=CCNC(=O)c1cnn2c(C(F)F)cc(-c3ccccc3)nc12 | 10 | 8
CC(=O)Nc1nc(C)c(C(=O)O)s1 | -11 | 8
O=C(CSc1nc2sc3c(c2c(=O)[nH]1)CCCC3)NCCc1ccccc1 | -45 | 4
COc1cc2cc(C)c3nnc(SCC(=O)Nc4cccc(C)c4C)n3c2cc1OC | 15 | 15
N=c1sc2ccccc2n1CCS (tested in a mixture with another compound) | -27 | 57*
COc1ccc(C)cc1NC(=O)CSc1nnc2c3ccccc3n(C)c2n1 | -34 | 11
C=CCNC(=S)NCc1cccs1 | -15 | 9
O=C(O)c1cccc(N=Nc2c(S(=O)(=O)O)ccc3c2C(=O)c2ccccc2C3=O)c1O | -33 | 46*
O=C(COc1ccc(Cl)cc1Cl)Nc1nc2c(s1)CCCC2 | -26 | 14
Cc1ccc[n+](CC(=O)OC2CC(C)CCC2C(C)C)c1 (configuration not stated) | 36 | 11
COc1ccccc1NC(=O)Nc1cc(C)ccn1 | -32 | 8
CCn1c(CSc2nc(C)cc(C)n2)nnc1SCC(=O)Nc1cccc(C)c1C | -16 | 8
CCN(CC)CCCN1C(=O)C(O)=C(C(=O)c2cccs2)C1c1ccccc1F (configuration not stated) | -14 | 11
CCN(CC)C(=O)Cn1nc2c3ccccc3nc(C(C)(C)C)n2c1=O | -8 | 7

An excerpt from above in order of formula weight, lowest first.
SMILES | EP2 mod | EP2 antag
CC(=O)Nc1nc(C)c(C(=O)O)s1 | -11 | 8
COCCNCC(=O)Nc1cc(C)on1 | 36 | 13
CCN(CC)C(=O)Cn1nc2c3ccccc3nc(C(C)(C)C)n2c1=O | -8 | 7

Going on with the list:
SMILES | EP2 mod | EP2 antag
Cc1nc(SCC(=O)Nc2ccc(Cl)cc2)n[nH]1 | -24 | 10
CC(C)N1CC=C2C(C1)C(c1ccccc1Cl)C(C#N)=C(N)C2(C#N)C#N (configuration not stated) | -28 | 9
Cc1ccc2[nH]c(=O)c(CN(C3CCCC3)C(c3nnnn3Cc3ccccc3)C(C)C)cc2c1 (configuration not stated) | 1 | 4
NC1=NC(=O)C(CC(=O)Nc2ccc(Cl)c(Cl)c2)S1 (configuration not stated) | -12 | 9
CCc1nc(SCC(=O)Nc2ccc(N(C)C)cc2)n[nH]1 | 15 | 7
COc1ccc(-c2cc(C(F)(F)F)c(C#N)c(SC(C)C(C)=O)n2)cc1OC (configuration not stated) | 30 | 12
O=C(Cn1c(=O)n(Cc2cccs2)c2ncccc21)N1CCCC2CCCCC21 (configuration not stated) | -34 | 1
CCCC(=O)Nc1nnc(-c2ccccc2C)s1 | -45 | 6
CCOc1cccc(/C(O)=C2/C(=O)C(=O)N(CCCOC)C2c2cccs2)c1 (configuration not stated) | 1 | 9
CCN1CC=C2C(C#N)=C(N)C(C#N)(C#N)C(c3ccc(F)c(F)c3)C2C1 (configuration not stated) | -4 | 14
CCn1c(COc2cccc(OC)c2)nnc1SCC(=O)Nc1ccccc1 | -40 | 20
COc1cc(C=C2C(=O)OC3(CCCC3)OC2=O)ccc1OCc1ccccc1F | -7 | 13
COc1cccc(C2(O)CCN(CCNC(=O)Cc3ccc(F)cc3)CC2)c1 | -20 | 8
Cc1ccc2cc(C3C(C#N)=C(N)Oc4n[nH]c(C)c43)c(=O)[nH]c2c1 (configuration not stated) | -76 | 21
CCc1nc2ccccc2n1CCO | 21 | 4
Cc1cc2c(cc1NC(=O)c1cc(-c3c(C)nn(C)c3C)n[nH]1)OCCO2 | -141 | 3
Cc1ccc(CN(CCCN(C)C)Cc2cn[nH]c2-c2cccs2)o1 | 7 | 11
COC(=O)C1CCN(C(=O)C(C)(C)C)CC1 | -26 | 5
